Screens (PubChem BioAssay)
FEN1 inh – inhibitors of human flap endonuclease 1 | 390,000 tested, 0.35% active | Recombinant FEN1 flap cleavage, fluorescence, 15 min | AID 588795 | P39748 | Potency, µM (highest dose often 114 µM), inactives show at the highest dose activity change, negative = inhibition, most hits filed as inhibitors; note: nearly all actives have a fitted effect of over 65% in size
Target sequence (P39748 whole entry, looked up): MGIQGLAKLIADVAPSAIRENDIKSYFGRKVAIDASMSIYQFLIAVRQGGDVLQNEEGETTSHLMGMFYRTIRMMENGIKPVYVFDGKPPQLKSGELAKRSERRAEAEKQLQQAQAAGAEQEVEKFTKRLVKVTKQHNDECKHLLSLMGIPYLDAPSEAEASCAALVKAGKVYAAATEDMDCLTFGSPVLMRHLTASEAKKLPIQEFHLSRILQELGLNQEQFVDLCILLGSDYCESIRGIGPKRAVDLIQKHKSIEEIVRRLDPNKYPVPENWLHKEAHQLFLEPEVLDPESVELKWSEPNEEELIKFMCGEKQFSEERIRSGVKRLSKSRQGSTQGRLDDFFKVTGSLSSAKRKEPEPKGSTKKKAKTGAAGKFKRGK
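Concentration–response screening of FEN1 (10 nM): 15 min compound preincubation at room temperature, reaction started with 50 nM substrate and read at 0 and 15 min. Corrected, normalized data were fitted by a four-parameter Hill equation.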
TDP1 block – TDP1 (human) enzyme inhibition; 350,000 tested, 0.28% active; recombinant TDP1, AlphaScreen DNA substrate cleavage; Potency, µM (highest dose often 130 µM), inactives show at the highest dose activity change, negative = inhibition, actives largely listed as inhibitors; AID 485290; note: nearly all actives have a fitted effect of over 40% in size
Target sequence (Q9NUW8 whole entry, looked up): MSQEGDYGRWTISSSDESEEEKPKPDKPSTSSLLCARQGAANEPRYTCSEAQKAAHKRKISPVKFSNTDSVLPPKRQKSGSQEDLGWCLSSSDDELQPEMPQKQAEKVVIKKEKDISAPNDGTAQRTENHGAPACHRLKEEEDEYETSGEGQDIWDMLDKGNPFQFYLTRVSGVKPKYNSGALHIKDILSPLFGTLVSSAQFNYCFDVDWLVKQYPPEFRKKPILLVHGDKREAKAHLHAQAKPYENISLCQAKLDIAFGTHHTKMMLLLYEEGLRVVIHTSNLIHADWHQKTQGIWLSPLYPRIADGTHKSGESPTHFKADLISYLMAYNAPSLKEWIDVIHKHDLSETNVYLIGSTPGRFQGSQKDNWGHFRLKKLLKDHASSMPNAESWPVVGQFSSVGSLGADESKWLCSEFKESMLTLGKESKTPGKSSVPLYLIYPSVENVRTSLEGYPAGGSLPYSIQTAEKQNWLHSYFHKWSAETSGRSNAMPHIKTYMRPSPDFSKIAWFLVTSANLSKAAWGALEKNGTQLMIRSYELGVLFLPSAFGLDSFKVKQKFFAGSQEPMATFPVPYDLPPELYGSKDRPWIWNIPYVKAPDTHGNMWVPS
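Signal: AlphaScreen proximity between streptavidin donor and anti-FITC acceptor beads on intact substrate. Reaction: Tdp1 1 nM, substrate 15 nM final, 5 min RT after 15 min compound preincubation.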
N370S GC mod – N370S glucocerebrosidase modulation, Gaucher chaperone candidate; N370S GC spleen homogenate, 4MU-glucoside fluorescence; P04062; 330,000 tested, 0.092% active; Potency, µM (highest dose often 59.4 µM), for inactives: top-dose activity change, negative = inhibition, actives largely listed as inhibitors; AID 2101;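 note: 0% = full enzyme activity and -100% = no enzyme basal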
* = called active by the depositor; ? = inconclusive; nt = no result given; & = joins results of further samples; [ ] = another dose, or the depositor's remark. Calls come from the whole dose curve; as a rule, active = well fitted curve in the direction sought with a large enough effect; inconclusive = small, poorly fitted or top-dose-only effect, or another doubt; inactive = no such curve, though single readings can be large; an effect the other way counts as inactive or inconclusive. Unless noted, % is set by controls: 0 for no effect and ±100 for the full control effect; potency is the fitted concentration of half-maximal effect.

Start of the data: the first 4 entries, to show the layout:
Results follow in this order: FEN1 inh, TDP1 block, N370S GC mod
> CCOC(=O)C1CCCN(CCc2ccccc2)C1 (stereo not drawn)
  -5.5%, nt, -11.2%
> O=C(NC1CCCC1)c1cc(-c2ccccc2Cl)on1
  1.9%, 6.9%, 3.8%
> Cn1ccnc1SCC(=O)Nc1cc(C(F)(F)F)ccc1N1CCOCC1
  -3.8%, 4.0%, 16.6%
> CC(C)CNC(=O)Cn1nc(C(F)(F)F)c2c1CCCC2
  2.1%, 2.5%, 2.5%

Main list, previewed entries included:
Results follow in this order: FEN1 inh, TDP1 block, N370S GC mod
> CCOC(=O)C1CCCN(CCc2ccccc2)C1 (stereo not drawn)
  -5.5%, nt, -11.2%
> O=C(NC1CCCC1)c1cc(-c2ccccc2Cl)on1
  1.9%, 6.9%, 3.8%
> Cn1ccnc1SCC(=O)Nc1cc(C(F)(F)F)ccc1N1CCOCC1
  -3.8%, 4.0%, 16.6%
> CC(C)CNC(=O)Cn1nc(C(F)(F)F)c2c1CCCC2
  2.1%, 2.5%, 2.5%
> COc1cc2c(cc1OC)C(=O)OC2
  nt, 1.0%[56.1 µM], -0.3%
> Cc1nc(C)c(CCNS(=O)(=O)c2ccc(C)c(C)c2)s1
  9.4%, 3.3%, nt
> O=S(=O)(c1ccccc1)N1CCN(C(=S)Nc2ccc(Br)cc2)CC1
  5.8%, 3.6%, -23.0%
> CCOc1ccc(C(=O)C2CCN(CC(=O)Nc3ccccc3N3CCOCC3)CC2)cc1
  -15.8%, 6.6%, -2.0%
> CCOc1ccccc1NC(=O)Cn1c(=O)n(Cc2ccco2)c(=O)c2cccnc21
  -1.0%, 2.0%, nt
> O=C(COC(=O)/C=C/c1ccccc1)Nc1cccnc1Cl
  12.9%, nt, -1.5%
> CS(=O)(=O)c1ccccc1C(=O)N(CCC1=CCCCC1)c1c(N)n(Cc2ccccc2)c(=O)[nH]c1=O
  0.7%, 14.1%, -2.7%
> O=S(=O)(Nc1nc(CN2CCOCC2)nc2sc3c(c12)CCCC3)c1cc(F)ccc1F
  4.5%, 2.0%, ?
> Cn1nnc(NC(=O)C(c2ccccc2)c2ccccc2)n1
  -2.6%, 2.9%, 3.5%
> COc1ccc(S(=O)(=O)N2CCCC2C(=O)NCC(=O)Nc2cccc(Cl)c2C)cc1 (stereo not drawn)
  -9.4%, nt, 4.6%
> COc1cc(NS(=O)(=O)c2ccc(NC(=O)c3ccc(F)cc3)cc2)ncn1
  -3.7%, 5.1%, -13.0%
> CCOC(=O)CC1C(=O)NCCN1C(=O)COc1ccc(C(C)(C)C)cc1 (stereo not drawn)
  -2.8%, 7.8%, -6.2%
> Cc1cccc(N2C(=O)C(CC(=O)Nc3ccccc3)N(C3CCCCC3)C2=O)c1 (stereo not drawn)
  10.3%, 1.3%, nt
> O=C(Nc1ccc(-c2nc3cccnc3s2)cc1)c1cccnc1Cl
  -1.6%, -1.4%, 2.8%
> CC(C)=CCCC(C)CN1CCC(n2nccc2NC(=O)C2CCCC2)CC1 (stereo not drawn)
  1.3%, 2.6%[56.1 µM], -12.9%
> N/C(=N\N=C/c1ccc(Br)cc1)N/N=C\c1ccc(Br)cc1
  -6.1%, 0.0%, -9.8%
> CC(C)(C)c1ccc(S(=O)(=O)N2CCN(C(=O)c3cc(-c4ccc(Br)cc4)n[nH]3)CC2)cc1
  33.7%, 7.5%, nt
> Cc1ccc(S(=O)(=O)NC(N)=NCCc2ccccc2)cc1C
  -1.4%, -2.7%, 9.5%
> CCOC(=O)c1c(S(=O)(=O)NCc2ccc(OC)cc2)c(C)n(C)c1C
  -5.9%, 4.2%, -12.5%
> O=C(OCC(=O)N1CCCC1=O)c1ccc(O)cc1O
  3.9%, nt, 6.0%
> c1csc(-c2ccc3ccccc3n2)c1
  -0.6%, -3.4%, 3.8%
> COc1ccc(OC)c(S(=O)(=O)N2CCC(C(=O)NCc3cccnc3)CC2)c1
  -3.6%, 7.4%, 2.3%
> Cc1ccc(C)c(NC(=O)c2cc(-c3cccnc3)nc3ccccc23)c1
  -5.5%, -5.9%, -1.9%
> Cc1ccc(CNC(=O)CSc2ncc(S(=O)(=O)c3ccc(C)c(Cl)c3)c(=O)[nH]2)cc1
  15.7%, -1.8%, nt
> O=C(NNC(=O)c1cc(Br)c(Br)s1)c1csc(N2CCOCC2)n1
  -20.0%, nt, -15.6%
> CCn1cc(C(=O)NCCCN(CC(C)C)CC(C)C)c(=O)c2cc(S(=O)(=O)N(C)C3CCCCC3)ccc21
  14.6%&-3.1%, 4.6%&0.0%, 0.0%
> Oc1ccc(/C=N/Nc2nccnc2Cl)c(O)c1
  -2.9%, -0.5%, ?
> CN(C)S(=O)(=O)N1CCCC(C(=O)c2ccc(-c3ccccc3)cc2)C1 (stereo not drawn)
  -0.2%, -2.4%, -12.2%
> CCCCn1c(C)cc2cc(O)ccc21
  6.3%, 7.1%, -1.6%
> C[C@@H]1COC(=O)[C@H](CC(=O)OC(C)(C)C)C/C=C\C[C@@H](CC(=O)N[C@H](CO)Cc2ccccc2)C(=O)N1
  -10.1%, 2.3%, nt
> Cc1nccn1CCCNC(=O)CC1C(=O)NCCN1Cc1ccc(F)cc1Cl (stereo not drawn)
  -0.8%, 0.2%, -10.8%
> O=c1c(Cl)c(NC2CC2)cnn1-c1ccccc1
  6.7%, 0.0%, -1.8%
> COc1ccc(Br)cc1/C(C)=N/NC1=NCCN1
  3.7%, 3.0%, 3.3%
> CCOC(=O)[C@]1(C(NC(=O)OC)c2ccccc2)CCCC1=O (stereo partly drawn)
  nt, -1.6%[21 µM], 14.0%[12.8 µM]
> O=C(CSc1ccc2nnc(-c3cccc(F)c3)n2n1)N1CCCc2ccccc21
  -9.5%, 2.3%, 8.4%
> CC(=O)c1cccc(OCC(=O)N2CCN(c3ccc(C(F)(F)F)cn3)CC2)c1
  -6.0%, 6.3%, -10.4%
> O=C(N/N=C/c1cn(Cc2ccccc2)c2ccccc12)c1cc(O)cc(O)c1
  -14.1%, -14.5%, -8.4%
> c1ccc(Cc2nnc(N3CCOCC3)c3ccccc23)cc1
  -13.6%, 0.0%, 5.6%
> Nn1c(SCCOc2ccccc2)nnc1-c1cccnc1
  1.9%, 4.6%, 0.0%
> CC(C)(CC(=O)O)CC(=O)Nc1cc(C(F)(F)F)cc(C(F)(F)F)c1
  0.5%, 2.7%, 1.4%
> Cc1ccccc1NC(=S)NCc1ccc(F)cc1
  -0.8%, nt, -0.7%
> Cc1ccc(-n2c(O)c(C=Nc3ccc4c(c3)OCO4)c3ccccc3c2=O)cc1C
  4.9%, 3.9%, 4.1%
> CC(C)N1CC23C=CC(O2)C(C(=O)OCc2ccccc2)C3C1=O (stereo not drawn)
  14.6%, 2.6%, 26.0%
> COc1ccc(-n2nc3c(c2NC(=O)C(C)Cl)CSC3)cc1 (stereo not drawn)
  15.8%, 6.3%, -5.7%
> COc1ccc(C(=O)N(CN2CCCC2=O)c2cc(C)on2)cc1OC
  -19.5%, 1.0%, 1.7%
> CCc1ccc(NC(=O)CSC2=Nc3ccccc3C3=NC(CC(=O)NCc4ccc5c(c4)OCO5)C(=O)N23)cc1 (stereo not drawn)
  -14.7%, 0.5%, nt
> CC1Cc2ccccc2N1C(=O)COC(=O)c1c2c(nc3ccccc13)CCCCC2 (stereo not drawn)
  -14.7%, 3.4%, ?
> O=C(Nc1sc2c(c1C(=O)O)CCC2)c1ccccc1
  -13.8%, nt, 8.3%
> CN1CCN(C(=O)c2ccc(C(F)(F)F)cc2)CC1
  -2.7%, 5.1%, -6.8%
> Nc1c[n+](N2CCOCC2)no1
  nt, 9.5%, -4.0%
> COc1ccc(NC(=O)[C@@H]2CCCN2S(=O)(=O)c2cccc3cccnc23)cc1
  18.8%, -4.9%, 2.0%
> N#Cc1c(N)n(CCc2ccc(F)cc2)c2nc3ccccc3nc12
  6.1%, 2.0%, ?
> CC(C)c1nnc(NC(=O)C2CCCCC2)s1
  -8.7%, 0.0%, -2.3%
> COc1ccc(CCN2C(=O)CC(NCc3ccc4c(c3)OCO4)C2=O)cc1OC (stereo not drawn)
  -2.8%, 2.0%, 21.8%
> CN(C(=O)COC(=O)c1cc(-c2ccccc2Cl)nc2ccccc12)C1CCS(=O)(=O)C1 (stereo not drawn)
  ?, 5.4%, -12.2%
> COc1cc(CN(C(=O)c2cc3ccccc3oc2=O)C2CCS(=O)(=O)C2)cc(OC)c1OC (stereo not drawn)
  -2.0%&22.5%, 1.8%&0.0%, -4.0%

An excerpt from above in order of the N370S GC mod value, highest first.
structure	TDP1 block	N370S GC mod
CC(C)N1CC23C=CC(O2)C(C(=O)OCc2ccccc2)C3C1=O (stereo not drawn)	2.6%	26.0%
O=C(Nc1sc2c(c1C(=O)O)CCC2)c1ccccc1	nt	8.3%
CC(C)(CC(=O)O)CC(=O)Nc1cc(C(F)(F)F)cc(C(F)(F)F)c1	2.7%	1.4%
CC(C)c1nnc(NC(=O)C2CCCCC2)s1	0.0%	-2.3%
COc1ccc(-n2nc3c(c2NC(=O)C(C)Cl)CSC3)cc1 (stereo not drawn)	6.3%	-5.7%

(cont.)
Results follow in this order: FEN1 inh, TDP1 block, N370S GC mod
> O=C(NCCc1ccccc1)c1ccc(Cn2c(SCc3ccccc3F)nc3cccnc32)cc1
  -2.4%, 8.7%, nt
> CCOC(=O)N1CCC(N(CCN(C)C)C(=S)Nc2cccc(Cl)c2C)CC1
  -3.8%, -4.2%, 1.8%
> COc1cccc(C(=O)COc2ccc3c(C)c(Cc4ccccc4)c(=O)oc3c2C)c1
  nt, -8.1%, 0.7%
> CN1CCC(N(C)C(=O)Cc2ccccc2[N+](=O)[O-])CC1
  -7.7%, -2.6%, 6.0%
> CCC(Oc1ccc(C)c(C)c1)C(=O)O (stereo not drawn)
  3.4%, 0.0%, 1.4%
> CCc1cccc(NC(=O)C2CCC(CNS(=O)(=O)c3ccc(Br)s3)CC2)c1 (stereo not drawn)
  10.6%, 0.0%, nt
> COC(=O)Cc1ccc(OCc2ccc(Cl)nc2)cc1
  -10.8%, nt, -5.5%
> CCN(CC)S(=O)(=O)c1ccc(N2CCCC2)c(C(=O)Nc2ccc(OC)c(Cl)c2)c1
  -15.1%, 5.8%, 3.0%
> Cc1ccccc1NC(=O)CSc1nnc(CNC(=O)c2ccc3c(c2)OCO3)n1C
  5.4%, nt, -4.7%
> Cc1cccc(-n2cnc(C(=O)N/N=C/c3ccccc3)c2)n1
  -0.7%, 2.5%, 1.3%
> Cc1ccccc1C1=NC(c2ccc(F)cc2F)ON1 (stereo not drawn)
  8.5%, 5.2%, 12.5%
> CCNC(=O)N1CCC(n2nccc2NC(=O)CCCc2ccccc2)CC1
  -1.0%, 0.5%, -4.5%
> COCCNC(=O)c1cc2cc(Br)cc(OC)c2oc1=O
  -3.0%, 0.0%, 3.2%
> Cc1ccc(S(=O)(=O)N2CCC(=O)N(C(CO)Cc3ccccc3)CC2)cc1 (stereo not drawn)
  3.8%, 0.0%, -16.3%
> COc1ccc(CNC(=O)C2(CC3CC(c4ccccc4)=NO3)CCN(C(=O)C3CCCC3)CC2)cc1 (stereo not drawn)
  -3.1%, nt, -5.7%
> Cc1cccc(OCCCCn2c(CO)nc3ccccc32)c1
  2.3%, nt, -5.6%
> CCN(c1ccccc1)S(=O)(=O)c1cccc(C(=O)OCC(=O)Nc2ccc(NC(C)=O)cc2)c1
  0.7%, 0.9%, nt
> CCC(C)NC(=O)c1cc2c(=O)n3cccc(C)c3nc2s1 (stereo not drawn)
  -4.6%, nt, ?
> CS(=O)(=O)c1ccc(-c2cccc(NC(=O)c3ccc(Br)o3)c2)nn1
  10.0%, -0.9%, 1.6%
> CCCCc1ccc(NC(=O)N2CCN(c3cc(C)nc4ccccc34)CC2)c(C)c1
  -20.8%, nt, -8.2%
> NC(=O)c1ccc(NC(=O)CNC(c2ccccc2)c2ccccc2)cc1
  0.1%, nt, -7.7%
> Cc1ccc(CNC(=O)Cc2noc3ccccc23)cc1
  7.7%, 0.0%, 3.0%
> COc1ccc(OC)c(S(=O)(=O)N2CCNCC2)c1
  -9.3%, -0.6%, -1.2%
> Cc1csc(NC(=O)C2CC(=O)N(c3ccc4c(c3)OCCO4)C2)n1 (stereo not drawn)
  16.9%, 0.5%, nt
> CC1(C)C2CCC1(C)C(OC(=O)CSc1nc(N)cc(=O)[nH]1)C2 (stereo not drawn)
  7.6%, 2.2%, 13.2%
> CN1Cc2c(N3CCOCC3)nc3sc(C(=O)c4ccccc4)c(N)c3c2CC1(C)C
  -27.7%, 8.3%, 4.7%
> CCOc1ncccc1C(=O)Nc1cc(S(=O)(=O)N2CCCCC2)ccc1C
  -17.9%, 0.0%, nt
> CC(C)COP(=O)(c1ccc(N(C)C)cc1)C(O)c1ccncc1 (stereo not drawn)
  -1.8%, 1.1%, 5.9%
> COc1cccc(C(=O)OCC(=O)NC2CCCc3ccccc32)c1O (stereo not drawn)
  10.1%, 1.3%, -6.8%
> Nc1c(-c2ccc(Cl)cc2)cnn1C1CCS(=O)(=O)C1 (stereo not drawn)
  -9.6%, 2.3%, 11.0%
> O=C(OCc1nnc(-c2ccc(Cl)cc2)o1)c1ccncc1
  12.4%, 4.2%, 1.0%
> CC1Cc2ccccc2N1S(=O)(=O)c1cccc(C(=O)OCC(=O)NC2CCS(=O)(=O)C2)c1 (stereo not drawn)
  -12.8%, 6.0%, -6.3%
